High-throughput results as filed in PubChem BioAssay.
PTHR1 agonist: agonists of human PTHR1 parathyroid hormone receptor; Q03431; HEK293 GP2 PTHR1 cells, GloSensor cAMP luminescence, 1 h; Potency, µM (titrated, usually from 115 µM), without a hit: at the highest dose activation, most hits filed as activators; 410,000 tested, 0.075% active; AID 743266; note: potency is the fitted concentration of half-maximal effect; nearly all actives have a fitted effect of over 55% in size; some results filed as inactive show a strong effect at the top dose; inactives centre near -15; many of its hits are not listed in these tables
Target sequence (Q03431 whole entry, looked up): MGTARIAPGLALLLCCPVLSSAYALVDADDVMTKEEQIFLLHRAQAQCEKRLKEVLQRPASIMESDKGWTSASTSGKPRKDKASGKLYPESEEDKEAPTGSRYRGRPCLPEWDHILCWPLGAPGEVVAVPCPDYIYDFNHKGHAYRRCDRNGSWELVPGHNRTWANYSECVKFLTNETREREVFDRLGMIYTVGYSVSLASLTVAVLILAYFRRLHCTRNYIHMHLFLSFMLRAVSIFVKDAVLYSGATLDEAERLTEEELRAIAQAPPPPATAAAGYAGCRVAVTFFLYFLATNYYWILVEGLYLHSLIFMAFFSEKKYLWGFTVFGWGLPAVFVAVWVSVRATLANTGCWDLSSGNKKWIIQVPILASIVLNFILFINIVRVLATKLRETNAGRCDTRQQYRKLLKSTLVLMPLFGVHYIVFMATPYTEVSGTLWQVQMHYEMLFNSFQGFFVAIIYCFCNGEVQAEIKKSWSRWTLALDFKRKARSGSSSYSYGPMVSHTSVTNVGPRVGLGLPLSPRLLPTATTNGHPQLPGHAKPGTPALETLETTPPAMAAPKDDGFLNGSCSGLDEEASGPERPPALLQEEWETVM
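HEK-293-derived GP2 cells expressing PTHR1 and a GloSensor cAMP reporter, 3,000/well, plated overnight, given luciferin plus IBMX (each 0.5 mM as added) for 1 h at 37 °C, then compound for 1 h at 37 °C. Luminescence was read after 15 min at room temperature.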
GLP-1R agonist: GLP-1 receptor (human) agonism | Potency, µM (titrated, usually from 45.6 µM), without a hit: at the top dose activation, most hits filed as activators | 380,000 tested, 0.007% active | P43220 | HEK293 GLP-1R CRE-luciferase, luminescence, 4-6 h; cells express a hypersensitive GLP-1R form; note: potency is the fitted concentration of half-maximal effect; % of control where 0% means no effect
GLP1R inv ag: acts as inverse agonist at human GLP-1 receptor; P43220; HEK293 GLP-1R CRE-luciferase, luminescence, 24 h; GLP-1R form is constitutively active; Potency, µM (highest dose often 38.3 µM), without a hit: top-dose activity change, negative = inhibition, usual class: inhibitors; 410,000 tested, 1.6% active; note: potency is the fitted concentration of half-maximal effect; % is set by controls: 0 for no effect and ±100 for the full control effect; nearly all actives have a fitted effect of over 55% in size
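Readout was luciferase luminescence, measured 12 min after detection reagent at room temperature. Beforehand, GLP-1R reporter HEK293 cells had sat 12 h, then received compounds for 24 hr at 37 deg C.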
aSyn rescue: alpha-synuclein toxicity inhibition in yeast; AID 652106; 370,000 tested, 0.14% active; Potency, µM (doses to about 46.1 µM), without a hit: at the top dose growth rescue (activation), usual class: activators; Yeast expressing alpha-synuclein, growth rescue, BacTiter-Glo, 24 h; note: potency is the fitted concentration of half-maximal effect; % of control where 0% means no effect; nearly all actives have a fitted effect of over 65% in size
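Screening used galactose-induced yeast with toxic alpha-synuclein levels, exposed to compound for 24 hr at 30 deg C. Cell growth, read with BacTiter-Glo luminescence, gave the measured signal.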
FUS suppressor: FUS proteinopathy suppression in yeast | S. cerevisiae FUS-expressing, growth rescue, OD600, 24 h | Potency, µM (top dose mostly 76.6 µM), for the others: at the highest dose growth rescue (activation), actives largely listed as activators | 390,000 tested, 0.24% active | AID 1347120;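 note: potency is the fitted concentration of half-maximal effect; plate controls were DMSO vehicle for no effect and reference control for full effect; nearly all actives have a fitted effect of over 55% in size; some results filed as inactive show a strong effect at the top dose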
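S. cerevisiae expressing FUS from galactose induction served as the toxicity model. Growth after 24hr at 30C, read as absorbance at 600 nm, indicates suppression of toxicity; compounds dosed at several concentrations.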
pAkt inh: Akt phosphorylation inhibition. activity change, % for hits at 50 µM. Neuro2A IGF-stimulated pAkt S473 HTRF, 20 min; hits give low values. 360,000 tested, 0.32% active; in the data active = activity change below about -80%; inconclusive = mostly about -51% to -80%; note: % is set by controls: 0 for no effect and ±100 for the full control effect
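Neuro2A cells (4,500/well, DMEM with 0.5% FBS) were treated with compound at a single 50 µM final concentration, stimulated with 6 nM IGF for 20 min at 37 °C, and lysed. Phospho-Akt Ser473 was read by HTRF as 665/615 ratio ×10^4.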
D3 antag: blocks the human D3 dopamine receptor; P35462; D3R cells, DiscoveRx beta-arrestin luminescence, antagonist mode; hits give low values; max response, negative = inhibition, %; 360,000 tested, 2.5% active; in the data active = max response below about -50%; inconclusive = no clear call, values can overlap the other calls; note: % is set by controls: 0 for no effect and ±100 for the full control effect; mostly tested at two doses, the higher about 12 µM
Target sequence (P35462 whole entry, looked up): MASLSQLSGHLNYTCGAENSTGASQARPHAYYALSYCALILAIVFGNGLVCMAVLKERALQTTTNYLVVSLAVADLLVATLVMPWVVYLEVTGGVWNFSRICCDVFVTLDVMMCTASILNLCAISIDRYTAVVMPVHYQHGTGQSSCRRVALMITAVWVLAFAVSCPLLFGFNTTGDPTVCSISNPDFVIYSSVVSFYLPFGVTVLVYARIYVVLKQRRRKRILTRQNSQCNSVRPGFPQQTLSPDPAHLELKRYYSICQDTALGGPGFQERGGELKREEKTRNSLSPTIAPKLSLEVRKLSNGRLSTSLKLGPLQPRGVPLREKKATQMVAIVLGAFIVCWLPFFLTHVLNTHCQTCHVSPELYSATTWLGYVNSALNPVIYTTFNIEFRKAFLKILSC
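Cells plated overnight at 1500 cells/well, then exposed to library compounds with dopamine controls for 90 minutes at 37 degrees C. DiscoveRx reagent added for 30–60 minutes at room temperature; luminescence read, quantitative HTS format.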
Abeta yeast res: compounds reversing amyloid beta toxicity in yeast. Potency, µM (series often up to 46.1 µM), without a hit: top-dose growth rescue, actives largely listed as activators. 410,000 tested, 0.063% active. yeast expressing A-beta42, growth rescue, OD600, 48 h; response scale: 0% DMSO, 100% iron-clioquinol control; note: potency is the fitted concentration of half-maximal effect; nearly all actives have a fitted effect of over 55% in size
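Yeast A-beta toxicity model in growth medium with pinned compounds, 48 h at 30 C; growth read as absorbance at 600 nm. Normalized to FeCl3/clioquinol equimolar mix (positive) and DMSO (negative).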
TDP43 rescue: TDP-43 toxicity inhibition in yeast; TDP-43 expressing yeast growth rescue, BacTiter-Glo, 24 h; Potency, µM (highest dose often 46.1 µM), for the others: at the top dose growth rescue (activation), actives largely listed as activators; 410,000 tested, 1.8% active; note: potency is the fitted concentration of half-maximal effect; % of control where 0% means no effect; nearly all actives have a fitted effect of over 50% in size
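Readout is BacTiter-Glo luminescence of cell growth, so inhibitors register as activators. TDP-43-expressing yeast at OD600=0.02 in galactose medium, after raffinose pregrowth to mid-log, were incubated with compound for 24 hr at 30 deg C.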
* = called active by the depositor; i = inactive; ? = inconclusive; / = not tested or not shown; [ ] = dose if it differs, or a comment. Unless noted, calls come from the whole dose curve; as a rule, active = well fitted curve in the direction sought with a large enough effect; inconclusive = small, poorly fitted or top-dose-only effect, or another doubt; inactive = no such curve, though single readings can be large; an effect the other way counts as inactive or inconclusive.

SMILES	PTHR1 agonist	GLP-1R agonist	GLP1R inv ag	aSyn rescue	FUS suppressor	pAkt inh	D3 antag	Abeta yeast res	TDP43 rescue
COc1cc(C)c(Br)cc1S(=O)(=O)NCCCN1CCOCC1	-31.8%[inhibitor]	3.2%	15.5%	2.5%	0.4%	i	9.5	-10.8%	-17.6%
Cc1cc[n+]2c3c(cccc13)CCC2	-3.7%[57.5 µM]	1.7%	-22.3%	-9.9%	3.7%	/	22.3	4.5%	-12.3%
Cc1cc(C)n2nc(SCC(=O)c3cc(C)n(CC4CCCO4)c3C)nc2n1 (stereo unspecified)	-26.4%	5.3%	-0.3%	-0.3%	20.6%	i	14.2	-0.7%	11.6%
COc1ccc(/C=c2/sc3n(c2=O)C(c2ccccc2OC)C2=C(N=3)c3ccccc3CC2)cc1O (stereo unspecified)	i	0.6%	0.0%	4.4%	?	i	2.8	11.2%	13.1%
Cc1cc(-c2cccc(Br)c2)c(C#N)c(N)n1	-17.6%	13.2%	34.7%[activator]	-5.9%	35.4%	i	-3.0	-7.1%	18.9%
Cn1cc(C(=O)NCc2ccccc2F)cn1	-16.7%	-1.1%	17.5%	5.1%	/	i	25.0	-13.7%	-0.7%
CCc1ccc(NC(=O)CSc2ccc3nc(-c4ccc(OC)cc4)cn3n2)cc1	i	/	12.5%	/	-1.6%	/	/	16.9%	0.5%[9.22 µM]
O=C(Nc1cccc(Cl)c1N1CCCCC1)c1ccc2c(c1)OCCO2	i	-3.7%	-2.5%	-12.2%	-3.8%	i	30.2	-2.5%	-3.7%
CNc1oc(-c2ccccc2)nc1C#N	i	-1.0%	39.2%[activator]	8.0%	-3.4%	i	2.9	1.7%	21.8%
COc1ccc(NC(=O)COCc2cc(-c3cccs3)on2)cc1	-2.6%	/	-8.2%	/	-4.9%	/	/	-9.5%	20.7%[9.22 µM]
Cc1ccccc1C(=O)Nc1c(C)nc(Nc2ccccc2)nc1Nc1ccccc1	-26.1%	-1.6%	?	/	33.8%	/	/	4.0%	0.0%
Clc1ccc(OCCSc2nnnn2C2CCCCC2)cc1	-7.8%[57.5 µM]	-15.4%	-5.1%	1.0%	-15.0%	i	-23.2	-13.9%	11.1%
Cc1cccc(S(=O)(=O)Nc2ccc3c(c2)OCCO3)c1	-24.4%	0.7%	-20.8%	-7.5%	-2.1%	i	-0.7	-10.6%	-3.6%
O=C(CNS(=O)(=O)c1ccccc1)OCC(=O)c1ccc(F)cc1	?	-0.3%	-23.0%	-1.7%	19.6%	i	-1.4	-11.7%	-13.9%
Cc1ccc(NC(=S)NC(=O)/C=C/c2ccco2)c(O)c1	i	10.6%	-6.3%	5.5%	30.8%	i	-27.8	31.5%	-9.6%
CCn1c(N)c(C(=O)NCc2ccco2)sc1=S	i	2.7%	8.3%	2.3%	-7.3%	/	-10.5	-3.7%	8.7%
Cn1c(=O)c2ccccc2n2c(CCC(=O)N3CCN(c4cccc(Cl)c4)CC3)nnc12	i	/	-20.5%	/	-8.1%	/	/	-9.7%	18.4%
COC(=O)c1cc(S(=O)(=O)Nc2cccc(C)c2C)cn1C	-82.0%[inhibitor]	-2.5%	2.4%	12.6%	-5.4%	i	0.0	2.5%	-29.6%
O=C(NCCCn1ccnc1)/C(=C/c1ccco1)NC(=O)c1cccs1	i	0.6%	13.2%	0.7%	-6.2%	i	-7.4	-11.1%	19.9%
CCN(C(=O)COC(=O)/C=C/c1ccc(O)c(OC)c1)C1CCS(=O)(=O)C1 (stereo unspecified)	i	-0.5%	8.7%	2.9%	/	i	13.7	12.2%	-2.4%
COc1ccc(NC(=O)Cc2nnc(SCC(=O)Nc3cc(C)ccc3OC)n2C)cc1	-38.8%[inhibitor][57.5 µM]	-5.6%	-7.9%	3.1%	10.9%	i	0.0	0.0%	-0.3%
Cn1cccc1Cc1nnc(SCC(=O)Nc2ccc3c(c2)OCO3)n1-c1ccc(F)cc1	-14.9%	7.7%	-24.1%	-1.0%	16.2%	i	?	-0.3%	2.5%
CC(=O)NC12CC3CC(C1)CC(C(=O)OCC(=O)c1cc(C)n(C)c1C)(C3)C2	-41.3%[inhibitor]	-14.1%	?	-1.2%	/	i	15.3	3.9%	7.8%
Cc1cc(C)nc(SCCS(=O)Cc2ccc(Cl)cc2)n1 (stereo unspecified)	-21.1%[57.5 µM]	13.9%	-22.4%	-1.6%	12.9%	i	-9.0	-10.6%	-2.3%
CCOC(=O)c1ccc(NC(=S)Nc2ccccn2)cc1	1.8%[57.5 µM]	0.6%	?	-9.3%	23.0%	i	0.0	-43.2%[inhibitor]	9.4%
SMILES	PTHR1 agonist	GLP-1R agonist	GLP1R inv ag	aSyn rescue	FUS suppressor	pAkt inh	D3 antag	Abeta yeast res	TDP43 rescue
COc1ccc(NC(=O)COC(=O)c2ccc(-n3nc(C)cc3C)cc2)cc1OC	-30.5%	16.7%	-4.5%	-2.3%	-10.4%	i	0.4	3.4%	1.6%
COc1ccc(/C=C(/NC(=O)c2ccc([N+](=O)[O-])cc2)C(=O)NC(C)(C)C)cc1	i	5.4%	-2.4%	0.4%	8.7%	i	10.2	-9.5%	15.6%
COc1ccc(Cl)cc1NC(=O)C(=O)NC1CCCCCC1	i	-12.3%	5.4%	-23.4%	-31.8%	i	4.6	20.0%	8.4%
CC(C)(C)c1ccc(OCC(=O)N2CCN(C=O)CC2)cc1	i	-1.7%	6.4%	2.8%	-1.0%	i	?	12.3%	3.9%
CCOC(=O)N1CCN(C(=O)C2CCCN(S(=O)(=O)c3ccc(F)cc3)C2)CC1 (stereo unspecified)	i	4.5%	-8.1%	1.3%	15.6%	i	-10.2	5.6%	-24.2%
Cc1cc(F)ccc1S(=O)(=O)N1CCCOC1CNC(=O)C(=O)NCCc1ccco1 (stereo unspecified)	i	-4.5%	-4.7%	-8.3%	9.6%	i	-10.2	-2.2%	28.8%
Cc1cc(C)cc(S(=O)(=O)c2cn(C)c3cc(N4CCCC4)c(F)cc3c2=O)c1	-9.8%	/	9.2%	/	-0.8%	/	/	-1.5%	25.4%
Cc1ccc(-c2noc(CCC(=O)Nc3ccccc3N3CCN(C)CC3)n2)cc1	-6.9%	-2.6%	11.2µM*	6.2%	-20.3%	i	-11.5	22.0%	5.2%
Cc1cc(C)c(C)c(OCCn2ccnc2)c1	-64.6%[inhibitor]	5.1%	?	0.6%	-7.4%	i	-5.1	19.5%	0.9%
COc1ccc(S(=O)(=O)NCC(=O)N(Cc2ccco2)C(C(=O)NC(C)(C)C)C(C)C)cc1 (stereo unspecified)	-26.3%	3.0%	-50.5%	0.9%	10.1%	i	-11.8	3.3%	-4.8%
CC(C)c1cc(C(=O)O)n[nH]1	i	1.4%	0.0%	-13.5%	26.7%	/	-11.2	-2.3%	-22.1%
CCc1nccn1S(=O)(=O)c1ccc(Br)cc1Br	-7.9%	2.0%	-0.2%	0.4%	-8.6%	i	0.7	9.1%	-20.8%
Cc1nnsc1SCC(=O)O	i	-8.7%	23.5%	?	-8.0%	i	3.4	-0.6%	-4.1%
Cc1cccc(N2C(=O)CCC2=O)c1	i	-18.2%	3.0%	7.9%	0.3%	i	5.8	-1.7%	3.1%
Cc1ccc(C)c(N(CC(=O)NC2CCCC2)S(=O)(=O)c2ccccc2)c1	-20.4%	-0.3%	5.8%	-4.0%	-7.7%	i	-2.9	12.8%	-7.5%
COCCNC(=S)N1CCCC(CO)C1 (stereo unspecified)	i	1.8%	25.6%	1.1%	8.6%	i	6.6	1.7%	-26.4%[0.397 µM]
N#Cc1ccccc1NC(=O)c1ccc(-c2ccccc2Cl)o1	-20.0%[57.5 µM]	7.0%	46.0%[activator]	-0.1%	1.3%	i	-11.8	15.2%	5.6%
NNC(=O)c1ccc(COc2ccccc2)cc1	i	0.2%	0.8%	0.5%	23.0%	i	20.9	-15.7%	?
COc1cccc(CNCCCSc2nnnn2C)c1	-14.6%	/	3.5%	/	-23.6%	/	/	-9.7%	29.3%[9.22 µM]
O=C(Nc1ccc(F)cc1)N1CCN2C(=O)c3ccccc3C12c1ccccc1 (stereo unspecified)	-47.8%[inhibitor]	-3.1%	0.0%	-1.5%	/	i	36.3	-0.5%	18.1%
Cc1ccc(C(=O)CCC(=O)Nc2ccccc2C)cc1C	-6.2%	2.2%	8.4%	6.4%	11.8%	i	8.6	7.7%	20.7%
O=C(Cn1ncc2c3ccccc3n(Cc3ccccc3)c2c1=O)NC1CCCC1	-3.3%	4.5%	3.6%	2.4%	-17.2%	i	7.6	12.4%	12.3%
O=C1N(Cc2cccnc2)C[C@@H]2C[C@@H](c3ccc(-c4ccccc4)cc3)N3CCC[C@@]123	-24.2%	26.2%	8.8%	11.5%	24.8%	i	-17.5	-5.6%	-22.3%
Cc1cc(C)c2c(c1)c(C)cc1nnc(SCC(=O)c3ccc(F)cc3)n12	-23.3%	/	13.8%	/	8.8%	/	/	-1.4%	29.5%
COc1ccc(S(=O)(=O)N2CCOCC2)cc1NC(=O)CSc1ncnc2ccccc12	-8.6%	2.0%	20.6%	-6.9%	-39.8%	i	2.1	17.3%	14.9%
Cc1ccc(C)c(-n2ccnc2SCC(N)=O)c1	i	0.2%	19.2%[7.66 µM]	-0.5%	-11.1%	i	14.2	10.6%	6.6%
COC(=O)C[C@H](NC(=O)Cn1cc(C)c(=O)[nH]c1=O)C(=O)OC	-14.7%	-0.9%	-3.1%	2.0%	-2.5%	i	5.2	7.8%	5.6%
CC(=O)Nc1ccc(S(=O)(=O)NC2=NCN(c3ccc([N+](=O)[O-])cc3)CN2)cc1	i	-0.1%	19.0%	6.4%	21.5%	i	-0.3	2.0%	2.5%

Some of these compounds in order of their number in D3 antag, descending:
| molecule | D3 antag |
| --- | --- |
| Cc1cccc(N2C(=O)CCC2=O)c1 | 5.8 |
| Cc1nnsc1SCC(=O)O | 3.4 |
| COc1ccc(NC(=O)COC(=O)c2ccc(-n3nc(C)cc3C)cc2)cc1OC | 0.4 |

Not all compounds are listed; count on the stated rates, not on these rows.
